# Source: PubChem (National Center for Advancing Translational Sciences (NCATS))
# Lipid storage S3: qHTS Assay for Lipid Storage Modulators in Drosophila S3 Cells; lipid storage change, negative = inhibition, % at the top dose, mostly 46.1 µM; hits show Potency in µM; AID 2685; Drosophila S3 cells, BODIPY lipid droplet fluorescence, 18-24 h; cells fed with added oleic acid; 0.64% of 320,000 active; active = well fitted inhibition curve with a large enough effect in the signal ratio, with a control signal flat, not every such curve was filed as active; inconclusive = small, poorly fitted or top-dose-only effect, or effect the other way, or a change in a side signal; the % refers to the signal ratio
#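 Drosophila S3 cells got compounds at several concentrations plus oleic acid (400 uM solution). Laser-scanning cytometry with 488 nm excitation read lipid droplets at 500-530 nm and cells at 575-640 nm. Percent activity was relative to 20 uM Triacsin C.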
# Lipid storage S3 cell count max: second read-out of Lipid storage S3, no call of its own (marks repeat the call); cell number change, %; measured here: cell count max response;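 cells counted by Cell Tracker Red CMTPX staining in the red channel; peak over a dose series mostly up to 46.1 µM; percent activity relative to internal control wells on each plate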
# * marks the source's active call; other numbers are inactive results; i = inactive; ? = inconclusive; . = not tested or not shown; [ ] = another dose, or the depositor's remark. % is scaled to controls: 0 for no effect and ±100 for the full control effect; potency is read from the fitted curve at half-maximal effect. A portion of the library (hit frequency here may not be typical).
# Start of the listing, in advance (2 entries):
# Below each compound: Lipid storage S3	Lipid storage S3 cell count max
> O=C(c1ccc(OCC2CCCO2)cc1)N1CCc2ccccc2C1 (configuration not stated)
    ?	.
> CC(C)n1c(SCC(=O)Nc2ccccc2N2CCCCC2)nc2c1c(=O)n(C)c(=O)n2C
    ?	.

# Main list, repeating the preview:
# Below each compound: Lipid storage S3	Lipid storage S3 cell count max
> O=C(c1ccc(OCC2CCCO2)cc1)N1CCc2ccccc2C1 (configuration not stated)
    ?	.
> CC(C)n1c(SCC(=O)Nc2ccccc2N2CCCCC2)nc2c1c(=O)n(C)c(=O)n2C
    ?	.
> CCC(=O)Nc1cc(C(=O)OCC(=O)c2ccccc2)ccc1C
    ?	.
> Cc1ccc(C(=O)/C=C/NNC(=O)c2ccccc2O)cc1
    ?	.
> Cc1ccc(CNS(=O)(=O)c2c(C)nc3scc(C)n3c2=O)cc1
    ?	.
> O=c1c(-c2ccc([N+](=O)[O-])cc2)coc2c(O)c(O)ccc12
    ?	.
> CC(=O)Nc1ccc(NC(=O)c2cc(C3CC3)nc3c2cnn3C(C)C)cc1
    ?	.
> N[C@@H](CCC(=O)N[C@@H](CSN=O)C(=O)NCC(=O)O)C(=O)O
    5%	0
> Cc1cc(C)n(Cc2ccccc2Cl)n1
    ?	.
> CCOC(=O)c1nn(-c2cccc(OC)c2)c2nc(Nc3ccccc3)cc(=O)n12
    ?	.
> COc1cc(/C=C/C(=O)OCC(=O)NCC2CCCO2)ccc1OCC#N (configuration not stated)
    18%	.
> Clc1ccc(NNc2ccnc3cc(Cl)ccc23)cc1
    7%	10
> COCC(=O)NC1CCN(CC(=O)Nc2ccc(OC)cc2[N+](=O)[O-])CC1
    -8%	-1
> CCOC(=O)c1nnn(-c2ccc([N+](=O)[O-])cc2)c1C
    ?	.
> CCCNC(=O)c1nn2cc(Br)cnc2c1Cl
    3%	-24
> COc1ccccc1N1CCN(CCCNC(=O)Cn2ncc3c([nH]c4ccccc43)c2=O)CC1
    ?	.
> CCOc1ccc(NC(=O)c2ccc(NC(=O)c3cn4c5c(c(N6CCN(C)CC6)c(F)cc5c3=O)OCC4C)cc2)cc1 (configuration not stated)
    ?	.
> Cc1cc(N)n(-c2ccc(C(=O)O)cc2)n1
    -30%	12
> COc1ccc(S(=O)(=O)Nc2cc3c4c(c2)CC(=O)N4CCC3)cc1
    ?	.
> CN1C(C(=O)NCc2ccco2)CC2Cn3c(nc4cc(Cl)c(Cl)cc43)C21 (configuration not stated)
    26%	5
> O=C(NCCc1ccccc1)C(=Cc1ccc(C(=O)O)cc1)C(=O)NCCc1ccccc1
    -1%	-3
> CC(C)(C)OC(=O)[C@H](CCCCN)NC(=O)c1nc[nH]c1C(=O)NCCCCCN
    7%	14
> C[C@H]1NC(=O)[C@@]2(C)[C@@H](c3ccccc3)[C@H]3COc4ccccc4[C@@H]3N2C1=O
    13%	22
> COC(=O)c1ccccc1NC(=O)N1CCN(C/C=C/c2ccccc2)CC1
    ?	.
> CCOC(=O)CS(=O)(=O)CC(=O)Nc1ccc([N+](=O)[O-])cc1OC
    ?	.
> CCCCCOC(=O)C1=C(C)NC(=O)NC1c1ccccc1 (configuration not stated)
    -10%	-3
> O=c1cc2c(=O)oc3cc(O)c(O)oc3c2c(O)c1O
    ?	.
> COc1ccc(CNC(=O)C2CCN(c3nc(-c4ccccc4)nc4c3CCC4)CC2)cc1
    ?	.
> COc1ccc(C2CC(O)(C(C)(C)O)NO2)cc1 (configuration not stated)
    10%	4
> O=C(NCCCN1CCOCC1)c1ccc(NS(=O)(=O)c2ccccc2)cc1
    ?	.
> O=C(Cc1cccs1)NCc1cccs1
    -6%	2
> O=C(c1cc2c(F)cccc2s1)N1CCCC1
    ?	.
> O=C(CSc1nnc(-c2ccncc2)n1-c1ccc(F)cc1)NNC(=O)c1cccc(O)c1
    3%	-1
> Cc1ccnc(NC(=O)CSc2ccccn2)c1
    9%	4
> OCCN1CCN(c2ncnc3ccc(Br)cc23)CC1
    10%[9.22 µM]	.
> Cc1csc2c(N3CCN(C(=O)Nc4ccc(OC(F)(F)F)cc4)CC3)ncnc12
    -25%	10
> Cc1ccc(Cl)cc1N1CCN(S(=O)(=O)c2ccc3c(c2)NC(=O)C(C)C(=O)N3)CC1 (configuration not stated)
    ?	.
> CCCc1nnc(NC(=O)CCC(=O)N2CCN(S(=O)(=O)c3ccc(OC)cc3)CC2)s1
    ?	.
> CCc1nn(CC(=O)N2CCCCCC2)c(=O)c2cc3ccccc3n12
    ?	.
> O=[N+]([O-])c1ccc(S(=O)(=O)NCC(c2cccnc2)N2CCOCC2)cc1 (configuration not stated)
    ?	.

# Compound profiles, from the list above:
# Entry for CCCCCOC(=O)C1=C(C)NC(=O)NC1c1ccccc1 (configuration not stated) → Lipid storage S3 = -10%; Lipid storage S3 cell count max = -3
# Entry for OCCN1CCN(c2ncnc3ccc(Br)cc23)CC1 → Lipid storage S3 = 10%[9.22 µM]; Lipid storage S3 cell count max = .
# Entry for Cc1ccnc(NC(=O)CSc2ccccn2)c1 → Lipid storage S3 = 9%; Lipid storage S3 cell count max = 4

# Later entries.
# Below each compound: Lipid storage S3	Lipid storage S3 cell count max
> C=CCn1c(N)c(C(=O)NCC2CCCO2)c2nc3ccccc3nc21 (configuration not stated)
    ?	.
> O=C(O)C1CCCN1c1nc(-c2ccc(Cl)c(Cl)c2)cc(C(F)(F)F)n1 (configuration not stated)
    ?	.
> [O-][n+]1cccc(C(O)c2ccccc2)c1 (configuration not stated)
    i	.
> CCN1C(=O)[C@@H]2[C@@H](c3ccc(-c4ccc(F)cc4)c(OC)c3)N3CCCC[C@@]3(C(=O)OC)[C@@H]2C1=O
    ?	.
> CC(/C=N/Nc1ccc2nncn2n1)=C\c1ccccc1
    ?	.
> COc1ccc(NC(=O)C2CC(=O)N(c3cccc(C)c3C)C2)cc1 (configuration not stated)
    ?	.
> CCc1noc(C)c1C(=O)N(CCCOC)c1c(N)n(Cc2ccccc2)c(=O)[nH]c1=O
    ?	.
> COc1ccc(NC(=O)C(NC(=O)CNC(C)=O)c2ccc(C)cc2)cc1 (configuration not stated)
    ?	.
> CN(C)c1ccc(P(=O)(OCc2ccccc2)C(O)c2cccnc2)cc1 (configuration not stated)
    i	10
> COC(=O)c1sc(NC(=O)c2ccoc2C)nc1C
    9%	.
> CC[C@@H](C)[C@H](NC(=O)CCc1c(C)c2cc3c4c(oc3c(C)c2oc1=O)CCCC4)C(=O)O
    ?	.
> Cc1ccc2nsnc2c1NC(=O)c1ccccc1[N+](=O)[O-]
    ?	.
> CCCCn1c(=O)c(C(=O)OCC)c(O)c2ccccc21
    ?	.
> CC(C)c1nn2c(=O)cc(CSc3ccccc3NC(=O)c3ccccc3F)nc2s1
    ?	.
> COc1cc2c(cc1OC)CN(CC(=O)Nc1ccc(C#N)cc1)CC2
    i	39
> COc1ccc(NC(=O)CCn2ccnc2)c(OC)c1
    ?	.
> Cc1ccc(Cn2c(=N)c(C(=O)NCC3CCCO3)cc3c(=O)n4ccccc4nc32)cc1 (configuration not stated)
    -29%	12
> CC(C)(C)c1ccc(/C=N/N2C(=O)CSC2=S)cc1
    i	2
> O=C(Cn1cnc2cc([N+](=O)[O-])ccc2c1=O)NCc1ccccc1
    ?	.
> Cc1c(O)ccc2c(CC(=O)N[C@@H](Cc3ccc(O)cc3)C(=O)O)cc(=O)oc12
    8%	23
> COc1ccc(CNC(=O)CSCc2cnn(-c3ccccc3)c2-n2cccc2)cc1
    ?	.
> O=C(Nc1cc(Cl)ccc1N1CCCC1)C1=COCCO1
    ?	.
> Cc1ccccc1Nc1nc(Cl)c(C=O)s1
    ?	.
> Cc1ccc(/C=N/NC(=O)CSc2nnc(-c3ccccc3)n2-c2ccc(Cl)cc2)o1
    -2%	11
> CC(C)NS(=O)(=O)c1ccc(OCC(=O)N2CCN(c3ccccc3)CC2)cc1
    ?	.
> Cc1cccc(Cl)c1NC(=O)N1CCCN(c2ncccc2[N+](=O)[O-])CC1
    9%	6
> Cc1onc(-c2c(F)cccc2Cl)c1C(=O)Nc1nnc(C2CC2)s1
    -18%	.
> Cc1ccc(N=Nc2c(C)[nH]n(-c3ccccc3)c2=O)cc1
    -4%	-11
> COC(=O)c1ccc(COc2ncnc3sccc23)cc1
    ?	.
> CNS(=O)(=O)c1cc(C(=O)OCC(=O)NC2CCCc3ccccc32)ccc1Cl (configuration not stated)
    -17%	3
> COc1cc(NS(=O)(=O)c2ccc(NC(=S)NC(=O)c3ccco3)cc2)nc(OC)n1
    -14%	-18
> O=C(CSc1nnc(CCCOc2ccc(Cl)cc2Cl)o1)Nc1ccc(C(=O)O)cc1
    ?	.
> CCCc1cc(=O)oc2cc(C)cc(OCC(=O)N3CCC(C(=O)O)CC3)c12
    13%	-1
> COc1ccc(NC(=O)C2CCCN2S(=O)(=O)c2ccc(Cl)cc2)cc1 (configuration not stated)
    ?	.
> CCn1c(SCC(=O)c2cc(C)ccc2C)nc2cc(S(=O)(=O)N3CCOCC3)ccc21
    ?	.
> O=C1c2ccccc2C(=O)N1CCc1csc(-c2cccc(Cl)c2)n1
    ?	.
> COCCn1c(=O)[nH]c2cc(C(=O)NCC3CCCO3)ccc2c1=O (configuration not stated)
    -2%	10
> CCN(CC)S(=O)(=O)c1ccccc1/C=N\O
    i	18
> BrC(/C=N/N1CCN(Cc2ccccc2)CC1)=C/c1ccccc1
    6%	-2
> CCN(Cc1nc2cc(Cl)ccc2c(=O)[nH]1)C(=O)c1cc2c(s1)CCCCC2
    ?	.

# Single entries from the entries so far.
# Lipid storage S3 cell count max result of COc1cc(NS(=O)(=O)c2ccc(NC(=S)NC(=O)c3ccco3)cc2)nc(OC)n1 : -18
# Lipid storage S3 result of CCCc1cc(=O)oc2cc(C)cc(OCC(=O)N3CCC(C(=O)O)CC3)c12 : 13%

# Continuation.
# Below each compound: Lipid storage S3	Lipid storage S3 cell count max
> Cc1nc2ccc(N)cc2c(=O)n1Cc1ccc(Cl)cc1
    ?	.
> CCOC(=O)CSc1ncnc2c1cnn2-c1ccc(C)cc1C
    ?	.
> Cc1ccc(C(=O)OCC(=O)NC(=O)c2cccn2C)cc1[N+](=O)[O-]
    12%	6
> Cc1ccc(C)c(S(=O)(=O)Nc2ccc(C(=O)NCCCN3CCOCC3)cc2)c1
    ?	.
> O=C(N/N=C\c1ccc(-c2ccccc2[N+](=O)[O-])o1)C1COc2cc3ccccc3cc2O1 (configuration not stated)
    ?	.
> Cc1cc(CNC(=O)c2cccc(OC3CCN(S(=O)(=O)N(C)C)CC3)c2)on1
    ?	.
> COCn1c(-c2cccc(Br)c2)nc2ccccc21
    ?	.
> COC(=O)c1ccc(OCCN2C3=NCCN3c3ccccc32)cc1
    i	14
> CCOC(=O)NC1(C(F)(F)F)C(=O)N(Cc2ccccc2)C2=C1C(=O)CC(C)(C)C2 (configuration not stated)
    9%	1
> O=C(NCC(c1ccco1)N1CCN(c2ccccc2)CC1)c1ccc2c(c1)OCO2 (configuration not stated)
    ?	.
> CN(C)c1cc[n+](CC(=O)N2c3ccccc3Sc3ccccc32)cc1
    ?	.
> Cn1cc(Br)c(C(=O)NN2C(=O)C3C(C2=O)C2C=CC3C23CC3)n1 (configuration not stated)
    0%	4
> CCOC(=O)Nc1ccccc1N1C(=O)c2ccccc2C1=O
    ?	.
> CCOC(=O)c1sc(N)nc1C(C)C
    0%	11
> Cc1cc(C(=O)NCC(=O)Nc2c(C)cccc2C)c(C)o1
    ?	.
> CC(=O)c1ccc(OCCCC(=O)NC2CCCc3ccccc32)cc1 (configuration not stated)
    ?	.
> OCCC1CN(Cc2cnc(-c3ccc(Cl)cc3)nc2)CCN1C1CCCCC1 (configuration not stated)
    i	-4
> CCc1ccc(C(=O)NCC2COc3ccccc3O2)o1 (configuration not stated)
    9%	-9
> CCOc1cccc(-c2c(C(=O)N/N=C/c3ccoc3)nnn2-c2nonc2N)c1
    i	4
> CCCNC(=S)N1CCN(c2nc(-c3cccc(OC)c3)cs2)CC1
    12%	-10
> Cc1nc2sc3c(c2c(=O)n1NC(=O)CCl)CCCC3
    -8%	1
> CC(O)(C#CCN1CCCCC1)c1ccccc1 (configuration not stated)
    5%	-11
> CCOc1c2ccc(C(=O)NCc3ccc4c(c3)OCO4)cc2nn1CC
    -16%	0
> CC(SCc1ccccc1)C(=O)Nc1ccccc1Br (configuration not stated)
    ?	.
> COC(=O)c1cc(C)sc1NC(=O)CC1Nc2ccccc2NC1=O (configuration not stated)
    16µM*	-21*
> COC(C(=O)NCc1ccc(C)cc1)c1ccccc1 (configuration not stated)
    5%	14
> COc1cccc(/C=N/NC(=S)Nc2cccc(S(=O)(=O)N(C)C)c2)c1
    ?	.
> Cn1c(SCC(=O)N2CCOCC2)nnc1-c1ccc(NC(=O)c2ccccc2F)cc1
    ?	.
> Cc1cc(S(=O)(=O)N(C)CCc2ccccc2)ccc1-n1cnnn1
    14%	0
> CCCn1c(N)c(C(=O)COc2ccc(Br)cc2F)c(=O)n(C)c1=O
    28%	.
> CCOc1cc(-c2ccccc2)nc(N)n1
    10%	-8
> CC1CCCCC1NC(=O)c1cccc(N2C(=O)C3C4C=CC(C4)C3C2=O)c1 (configuration not stated)
    ?	.
> Cc1cc(=O)n2nc(N3CCC(C(=O)N4CCN(Cc5ccccc5)CC4)CC3)sc2n1
    i	.
> COc1ccc(C=C(C(C)=O)C(C)=O)cc1OC
    ?	.
> CCOC(=O)c1c(NC(=O)C2c3ccccc3Oc3ccccc32)sc(C(N)=O)c1C
    ?	.
> COC(=O)C(Cc1ccccc1)NS(=O)(=O)c1ccccc1Br (configuration not stated)
    -2%	-8
> CC1(C)CC(=O)N(CC(=O)NCc2ccccc2)c2ccccc2S1(=O)=O
    i	.
